A-T KAP1 phos – potential ataxia-telangiectasia treatments restoring KAP-1 phosphorylation; AID 485349; actives 0.19% (n = 320,000); Potency, µM (series often up to 57.5 µM), for inactives: top-dose activation, hits mostly activators; […] A-T fibroblasts, KAP-1 phosphorylation AlphaLISA; neocarzinostatin DNA damage 30 min before lysis; also: potency is read from the fitted curve at half-maximal effect; % of control where 0% means no effect; nearly all actives have a fitted effect of over 45% in size
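hTERT-immortalized A-T patient fibroblasts ([…]), 500 cells/well in OPTI-MEM, 1% FBS, got compounds for 60 min, then NCS for 30 min at 37C. Lysates were then assayed for phospho-KAP-1 by AlphaLISA (anti-pKAP1 donor, anti-KAP1 acceptor beads), 6 hr at 25C.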
Mito fusion act – mitochondrial division inhibition or fusion activation. S. cerevisiae fusion-defective mutant growth rescue, CellTiterGlo 48 h. AID 485298. actives 0.23% (n = 320,000). Potency, µM (doses to about 46.1 µM), inactives show at the top dose growth rescue (activation), usual class: activators;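 also: potency is read from the fitted curve at half-maximal effect; % of control where 0% means no effect; nearly all actives have a fitted effect of over 45% in size; temperature-sensitive fusion mutants such as fzo1-1 at 37 °C on non-fermentable ethanol glycerol medium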
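S. cerevisiae fusion-defective temperature-sensitive mutants (e.g. fzo1-1, mgm1-5) grown 48 h at 37C in YPEG (ethanol/glycerol non-fermentable) medium with 23 nl compound per well; growth rescue read as CellTiterGlo luminescence.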
Integrin act MD – activators of alpha7 integrin expression for muscular dystrophy; alpha7betagal myoblasts, beta-gal FDG fluorescence, 48 h; Potency, µM (doses to about 38.3 µM), without a hit: at the top dose activation, usual class: activators; actives 0.064% (n = 350,000);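 also: potency is read from the fitted curve at half-maximal effect; 100% = response of the positive control SU9516; nearly all actives have a fitted effect of over 60% in size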
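alpha7betagal+/- myoblasts (passage 13, 250/well) treated 48 h at 37C with compounds at 1:260 dilution of DMSO stock. Lysed, then beta-galactosidase activity read as FDG fluorescence (ex 480/em 540) after 30 min, with pre-read for autofluorescence.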
BCR signal inh – inhibitors of chronic active B-cell receptor signaling. actives 0.05% (n = 340,000). Potency, µM (top dose mostly 46.1 µM), without a hit: top-dose ratio change, negative = lower green/red ratio, most hits filed as inhibitors. ABC-DLBCL IkBa-CBG/CBR reporter, luminescence ratio, 4 h. AID 493014; active = well fitted inhibition curve with a large enough effect in the signal ratio, with a control signal flat, not every such curve was filed as active; inconclusive = small, poorly fitted or top-dose-only effect, or effect the other way, or a change in a side signal; the % refers to the signal ratio;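 also: potency is read from the fitted curve at half-maximal effect; plate controls were basal doxycycline-induced cells for no effect and cells given 10 µM MG132 for full effect; MG132 reads +100%, hits lower the ratio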
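Compounds up to 46 uM were incubated four hours with TMD8 cells whose green CBG68 luciferase is fused to IkappaBalpha; red CBR luminescence normalised the signal, and concentration-effect curves were fitted to fusion, red and ratio data.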
Eya2 inh – Eya2 (human) phosphatase inhibition | actives 0.006% (n = 330,000) | O00167 | recombinant Eya2, OMFP fluorescence dephosphorylation (OMFP is methylfluorescein phosphate) | Potency, µM (highest dose often 76.9 µM), inactives show at the highest dose activity, negative = inhibition, actives largely listed as inhibitors | AID 488837; also: potency is read from the fitted curve at half-maximal effect; % is scaled to controls: 0 for no effect and ±100 for the full control effect
Target sequence (O00167 whole entry, looked up): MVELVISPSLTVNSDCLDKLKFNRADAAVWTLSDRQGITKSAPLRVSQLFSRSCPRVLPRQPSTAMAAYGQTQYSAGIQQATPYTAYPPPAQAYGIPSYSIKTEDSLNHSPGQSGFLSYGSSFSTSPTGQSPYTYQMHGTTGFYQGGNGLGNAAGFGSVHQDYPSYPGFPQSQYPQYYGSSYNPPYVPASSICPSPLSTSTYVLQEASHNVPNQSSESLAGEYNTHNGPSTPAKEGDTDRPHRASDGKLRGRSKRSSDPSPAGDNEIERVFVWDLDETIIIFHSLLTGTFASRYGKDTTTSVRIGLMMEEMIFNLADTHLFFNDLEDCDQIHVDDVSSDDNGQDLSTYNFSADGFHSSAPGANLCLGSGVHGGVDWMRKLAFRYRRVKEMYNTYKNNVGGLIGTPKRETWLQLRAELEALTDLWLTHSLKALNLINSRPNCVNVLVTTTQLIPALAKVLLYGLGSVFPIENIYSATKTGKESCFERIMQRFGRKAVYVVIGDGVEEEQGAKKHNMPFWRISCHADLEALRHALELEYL
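Eya2 protein (added as 0.2 uM solution) was preincubated with compound for 10 min at ambient temperature in 50 mM HEPES pH 7.5, 50 mM NaCl, 5 uM MgCl2, 0.05% BSA, 1 mM DTT. OMFP (added at 50 uM) then reacted 10 min; fluorescence read at 485/525 nm.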
TCR act – activates T cell receptor signaling. primary human leukocytes, anti-CD3, IL-2 HTRF, 48 h. Potency, µM (series often up to 9.22 µM), without a hit: at the highest dose activation of IL-2 secretion, most hits filed as activators. 330,000 tested, under 10 active. AID 504894; also: % of control where 0% means no effect
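1) Mix primary human leukocytes, a-CD3 beads and compound. 2) Incubate 48 hr. 3) Add HTRF IL-2 reagents (a-IL-2-K, a-IL-2-d2).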
ELG1 repair inh – inhibitors of ELG1-dependent DNA repair in HEK293T cells | HEK293T ELG1-luciferase reporter, luminescence, 16 h; DNA damage induced by 5-fluorouridine | Potency, µM (series often up to 46.1 µM), without a hit: at the top dose activity change, negative = inhibition, usual class: inhibitors | actives 2.3% (n = 330,000) | AID 504467; also: potency is read from the fitted curve at half-maximal effect; % is scaled to controls: 0 for no effect and ±100 for the full control effect; nearly all actives have a fitted effect of over 55% in size
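Overnight (16 hr) co-exposure of 2,000 cells/well to 5-fluorouridine and compound at 37 °C preceded detection. Luciferase was quantified via ONE-Glo luminescence; loss of signal denotes inhibition.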
TSHR antagonist – human thyrotropin receptor antagonism; P16473; TSHR-expressing cells, TSH-stimulated cAMP HTRF, 2 h; hits give low values; activity change, negative = inhibition, % at 11.5 µM; actives 0.2% (n = 330,000); AID 504810;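 active = activity change below a set negative limit, meaning inhibition stronger than a set level, cut at about -70% in these data; inconclusive = activity change between two set negative limits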; also: % is scaled to controls: 0 for no effect and ±100 for the full control effect
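Read-out is FRET at 665 nm (cryptate excitation 337 nm) from a cryptate-tagged anti-cAMP antibody, competed by cell cAMP against cAMP-d2. Compounds are tested on freshly harvested TSHR cells challenged with 4nM TSH (EC80) for 2 hours at 37 deg C.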
Tb PFK inh – inhibitors of T. brucei phosphofructokinase; T. brucei PFK, ADP-Glo luminescence; O15648; AID 485367; actives 0.17% (n = 330,000); Potency, µM (series often up to 57.5 µM), for the others: at the top dose activity, negative = inhibition, usual class: inhibitors;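 also: potency is read from the fitted curve at half-maximal effect; 0% = uninhibited 1x PFK enzyme wells and -100% = no-enzyme wells; nearly all actives have a fitted effect of over 60% in size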
Target sequence (O15648 whole entry, looked up): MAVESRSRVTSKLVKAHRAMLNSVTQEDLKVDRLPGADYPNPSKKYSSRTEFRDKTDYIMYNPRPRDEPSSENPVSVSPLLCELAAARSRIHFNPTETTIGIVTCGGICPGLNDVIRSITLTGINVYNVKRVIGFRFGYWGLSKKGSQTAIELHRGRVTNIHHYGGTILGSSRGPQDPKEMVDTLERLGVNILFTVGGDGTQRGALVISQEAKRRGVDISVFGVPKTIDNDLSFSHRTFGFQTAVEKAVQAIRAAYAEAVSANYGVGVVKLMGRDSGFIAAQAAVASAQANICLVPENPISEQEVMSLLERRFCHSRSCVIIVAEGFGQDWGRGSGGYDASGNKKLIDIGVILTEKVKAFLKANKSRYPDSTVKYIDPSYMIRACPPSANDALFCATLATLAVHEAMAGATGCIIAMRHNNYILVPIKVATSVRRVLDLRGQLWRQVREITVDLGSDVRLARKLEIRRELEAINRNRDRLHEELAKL
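PFK 1.25 nM, F6P 0.5 mM, ATP 0.1 mM, 0.1 M TEA pH 8.0, 5 mM MgCl2, 0.01% Tween20, 0.1% BSA; 45 min RT. ADP-Glo readout. qHTS titration up to 57 uM; curves fitted, compounds curve-classed.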
PTAP TSG101 blk – blocks PTAP/TSG101 interaction to inhibit HIV-1 budding | AID 493005 | Fluorescence polarization, FITC-PTAP peptide / Tsg101 binding | 340,000 tested, under 10 active | Potency, µM (highest dose often 115 µM), for inactives: top-dose activity change, negative = inhibition, actives largely listed as inhibitors; active = well fitted inhibition curve with a large enough effect in the main read-out, with a control signal flat, not every such curve was filed as active; inconclusive = small, poorly fitted or top-dose-only effect, or effect the other way, or a change in a side signal; inactive = no such curve, though single readings can be large or run the other way; also: potency is read from the fitted curve at half-maximal effect; % of control where 0% means no effect
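Steps: Tsg101 binding domain dispensed (10 uM final), compounds pinned in DMSO, FITC-labeled PTAP-motif peptide added (50 nM final); after 20 min binding at room temperature, polarization measured.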
ASM inhibitor – human S-ASM enzyme inhibition; P17405; placental ASM, HMU-PC fluorogenic substrate, 60 min; Potency, µM (series often up to 57.5 µM), without a hit: at the highest dose activity change, negative = inhibition, most hits filed as inhibitors; actives 0.006% (n = 340,000); also: potency is read from the fitted curve at half-maximal effect
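Human placenta-derived ASM preincubated with compound 10 min at room temperature, then reacted with 9 uM (final) fluorogenic HMU-PC substrate for 60 min at 37 C. Stop solution raises pH to 10; fluorescence read at Ex 386/Em 447 nm.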
* = called active by the depositor; ? = inconclusive; nt = not tested or not shown; [ ] = remark or other dose. Unless noted, calls follow the shape of the dose curve; as a rule, active = well fitted curve in the direction sought with a large enough effect; inconclusive = small, poorly fitted or top-dose-only effect, or another doubt; inactive = no such curve, though single readings can be large; an effect the other way counts as inactive or inconclusive.

Values run as follows: A-T KAP1 phos	Mito fusion act	Integrin act MD	BCR signal inh	Eya2 inh	TCR act	ELG1 repair inh	TSHR antagonist	Tb PFK inh	PTAP TSG101 blk	ASM inhibitor
> COc1cc(/C=C2\C(=N)N3N=CSC3=NC2=O)cc(Br)c1OC(=O)c1ccco1
→ 1%	14%	3%	6%	7%	2%	10%	1	3%	9%	-8%
> Cc1ccc(NC(=O)CSc2nc(=O)cc(N)n2-c2ccccc2)cc1
→ 2%	0%	4%	13%	-34%	-38%	5%	24	2%	0%	27%
> Cc1cc(NC(=O)CSc2nc(N)c(NC(=O)c3ccccc3F)c(=O)[nH]2)no1
→ 2%	-3%	-4%	-15%	4%	-5%	-4%	54	-22%	-2%	3%
> CCOc1ccccc1N(CC(=O)Nc1cc(OC)ccc1OC)S(=O)(=O)c1ccccc1
→ -7%	-6%	-16%	?	11%	-5%	?	-11	-1%	-4%	-2%
> O=C1Cn2c(nc3ccccc32)-c2ccccc2N1
→ -6%	-2%	-13%	-4%	-1%	6%	?	3	-4%	-1%	9%
> Cc1ccc(CNC(=O)CO/N=C/c2ccc(C(C)(C)C)cc2)cc1
→ -7%	-1%	-31%	-5%	-6%	10%[46.1 µM]	-17%	-17	1%	0%	-14%
> CC1CCCC(C)N1C(=O)COC(=O)C1CCN(S(=O)(=O)c2ccc3c(c2)OCCO3)CC1 (stereo not drawn)
→ 6%	1%	-17%	22%	-22%	7%	8%	3	-6%	-17%	11%
> C/C(=C1/SC(N2CCCC2)=NC1=O)c1ccc(Br)cc1
→ -1%	0%	-22%	3%	-14%	-1%	10%	0	1%	-3%	-5%
> CC(C)CCNC(=O)CN(C(=O)CCC(=O)Nc1ccccn1)c1ccc2c(c1)OCO2
→ 0%	-1%	-7%	11%	-19%	-1%	1%	-15	-1%	1%	1%
> Cc1c(C(=O)O)[nH]c2c1C(=O)CC(c1ccc(C(C)(C)C)cc1)C2 (stereo not drawn)
→ -1%	15%	22%	7%	2%	-4%	?	-33	1%	-5%	-1%
> O=C(NCCc1ccc2c(c1)OCCO2)c1cc(S(=O)(=O)N2CCCC2)ccc1Cl
→ 4%	3%	1%	?	48%	-4%	-29%	-10	-1%	-1%	1%
> C/C=C/c1ccc(OCC(=O)NNC(=O)CN(C)S(=O)(=O)c2ccc(C)cc2)c(OC)c1
→ 1%	nt	-29%	0%	-23%	nt	?	nt	-2%	-6%	-12%
> Cc1ccc(NC(=O)CCC(=O)NNS(=O)(=O)c2ccccc2)c(C)c1
→ -5%	1%	4%	-6%	-12%	4%	1%	-7	1%	-2%	1%
> CC(=O)Nc1cccc(NC(=O)CSc2ccc(C(F)(F)F)cc2[N+](=O)[O-])c1
→ -1%	7%	-6%	?	3%	-12%	12%	1	0%	-3%	-6%
> CCCNC(=O)COC(=O)/C(C#N)=C/c1cc(C)n(CCC)c1C
→ -1%	-2%	3%	-9%	16%	-2%	0%	1	2%	-4%	157%[activator]
> O=C(Nc1ccc(Cl)c(Cl)c1)c1cccc(S(=O)(=O)NCc2cccnc2)c1
→ 10%	-20%	13%	?	-7%	-5%[46.1 µM]	?	-43	-18%	-8%	-23%
> Cc1ccc(NC(=O)C2CCN(S(=O)(=O)c3cnc[nH]3)CC2)cc1C
→ -5%	-3%	14%	0%	4%	0%	-1%	-2	-2%	-2%	3%
> CC(=O)NCCC(Cc1ccccc1)c1ccco1 (stereo not drawn)
→ -1%	1%	-5%	8%	-1%	-3%[46.1 µM]	?	-6	-3%	0%	-2%
> O=C(Nc1ccccc1)c1cccc(S(=O)(=O)Oc2ccc([N+](=O)[O-])cc2)c1
→ 10%	?	-2%	?	-1%	2%[46.1 µM]	0%	-31	-2%	1%	-7%
> Cc1cc(C)c2nncn2n1
→ 15%	-1%	10%	-1%	-25%	3%	?	14	-13%	-4%	0%
> NS(=O)(=O)c1ccc(CCNc2ccccc2[N+](=O)[O-])cc1
→ 0%	8%	-12%	-7%	-2%	15%	20%	0	-15%	0%	-1%
> N#CC1=C(N)Oc2cc(N)ccc2C1c1ccsc1 (stereo not drawn)
→ 5%	1%	-2%	-4%	0%	2%[46.1 µM]	0%	2	0%	-2%	3%
> Cc1ccc2nc(-c3ccc(NS(=O)(=O)c4ccc(F)c(F)c4)cc3)sc2c1
→ 10%	-32%[inhibitor]	20%	?	-2%	-2%[46.1 µM]	?	-19	-1%	-1%	nt
> O=C(NCc1ccco1)c1ccc(Cn2c(=O)c3sccc3n(Cc3ccc(F)cc3)c2=O)cc1
→ 20%	-13%	0%	-1%	2%	0%	?	-3	1%	-3%	-8%
> Cc1ccc(C)c(N2C(=O)CC(Cc3ccc(Cl)cc3)C2=O)c1 (stereo not drawn)
→ -5%	4%	9%	8%	-19%	nt	-14%	-10	-1%	1%	1%
> O=C(COC(=O)COc1ccc2ccccc2c1)Nc1cc(C(F)(F)F)ccc1N1CCOCC1
→ -3%	-1%	-10%	2%	-7%	-2%[46.1 µM]	17%	-2	4%	0%	-23%
> COc1ccccc1CN(C)C(=O)COC(=O)c1cc(C)oc1C
→ 2%	-1%	-20%	-1%	11%	0%	-1%	2	0%	-2%	-1%
> N#Cc1ccc(Cl)cc1NC(=O)COC(=O)[C@H](CCC(N)=O)NC(=O)c1ccc(F)cc1
→ -13%	-3%	6%	0%	5%	0%	14%	15	1%	1%	-1%
> CN(C)C(=N)c1n[nH]nc1SCc1ccc(Cl)c(Cl)c1
→ -2%[11.5 µM]	-11%	4%	1%	4%	nt	-6%	-11	1%	1%	3%
> Cc1ccc(C)c(NC(=O)c2ccc(OCc3c(C)noc3C)cc2)c1
→ 4%	19%	22%	?	-10%	-1%	-5%	-17	-1%	0%	-3%
> Cc1cc(C)c(C(=O)CSc2nnc(C)c(=O)[nH]2)cc1C
→ -5%	-3%	-8%	10%	15%	-3%	11%	-9	-1%	1%	2%
> Cc1c(C(=O)N/N=C/c2cccnc2)nnn1-c1nonc1N
→ 1%	-1%	-16%	10%	7%	-5%	24%	41	-8%	-2%	1%
> O=C(Nc1ccc(S(=O)(=O)Nc2ncccn2)cc1)c1cccc(S(=O)(=O)N2CCOCC2)c1
→ 9%	1%	?	7%	?	-7%	-5%	-4	0%	-2%	9%
> Cc1ccc(N=C(c2cccs2)N2CCOCC2)cc1
→ 0%	2%	-12%	11%	-6%	-2%	?	1	-5%	-3%	-2%
> CC(C)(C)c1csc(NC(=O)CCc2ccccc2)n1
→ 5%	1%	18%	?	-12%	10%	?	-2	-1%	2%	13%

Some of these compounds in order of the Eya2 inh value, descending:
molecule	Mito fusion act	Integrin act MD	Eya2 inh	TCR act	TSHR antagonist	Tb PFK inh	PTAP TSG101 blk	ASM inhibitor
COc1cc(/C=C2\C(=N)N3N=CSC3=NC2=O)cc(Br)c1OC(=O)c1ccco1	14%	3%	7%	2%	1	3%	9%	-8%
N#Cc1ccc(Cl)cc1NC(=O)COC(=O)[C@H](CCC(N)=O)NC(=O)c1ccc(F)cc1	-3%	6%	5%	0%	15	1%	1%	-1%
CC(C)CCNC(=O)CN(C(=O)CCC(=O)Nc1ccccn1)c1ccc2c(c1)OCO2	-1%	-7%	-19%	-1%	-15	-1%	1%	1%

Retrieved by compound from above (two):
Values run as follows: A-T KAP1 phos	Mito fusion act	Integrin act MD	BCR signal inh	Eya2 inh	TCR act	ELG1 repair inh	TSHR antagonist	Tb PFK inh	PTAP TSG101 blk	ASM inhibitor
> Cc1cc(NC(=O)CSc2nc(N)c(NC(=O)c3ccccc3F)c(=O)[nH]2)no1
→ 2%	-3%	-4%	-15%	4%	-5%	-4%	54	-22%	-2%	3%
> CC(=O)NCCC(Cc1ccccc1)c1ccco1 (stereo not drawn)
→ -1%	1%	-5%	8%	-1%	-3%[46.1 µM]	?	-6	-3%	0%	-2%
